TcdB GH inh = blocks C. difficile toxin B glycohydrolase activity. TcdB glycohydrolase enzymatic assay, plate reader. 350,000 tested, 0.24% active. inhibition, % at 9.99 µM. P18177; in the data active means inhibition above about 10%
An asterisk follows results filed as active.

compound | TcdB GH inh
Cc1ccccc1-c1ccc([C@H]2[C@H]3CN(S(C)(=O)=O)CCCCN3[C@H]2CO)cc1 | -1.4
O=C1CN(S(=O)(=O)c2ccccc2)C[C@@H]2[C@@H](c3ccc(C#CCc4ccccc4)cc3)[C@@H](CO)N12 | -1.2
Cc1ccc(S(=O)(=O)N(C)C[C@@H]2OCCCC[C@@H](C)Oc3ccc(NC(=O)Nc4ccc(F)cc4)cc3C(=O)N([C@@H](C)CO)C[C@@H]2C)cc1 | 1.4
C[C@@H]1CCCCO[C@@H](CN(C)C(=O)Nc2ccc(F)cc2)[C@H](C)CN([C@H](C)CO)C(=O)c2cc(NC(=O)Nc3ccc(F)cc3)ccc2O1 | 1.1
COc1ccc(NC(=O)Nc2ccc3c(c2)CC(=O)N([C@@H](C)CO)C[C@H](C)[C@H](CN(C)C(=O)Nc2ccccc2)O3)cc1 | -0.6
O=C(Cc1ccncc1)NCC[C@H]1CC[C@@H](NC(=O)Nc2cccc(F)c2)[C@@H](CO)O1 | -2.1
CO[C@@H]1CN(C)C(=O)c2cc(NC(=O)c3ccc(-c4ccccc4)cc3)ccc2OC[C@H](C)NC[C@@H]1C | 0.3
C[C@@H]1CCCCO[C@H](CN(C)C(=O)Cc2ccccc2)[C@H](C)CN([C@@H](C)CO)C(=O)c2cc(NS(=O)(=O)c3ccccc3)ccc2O1 | -1.5
C[C@H](CO)N1C[C@H](C)[C@@H](CN(C)Cc2ccc(Cl)c(Cl)c2)OCCCC[C@H](C)Oc2ccc(NC(=O)Cc3ccccc3)cc2C1=O | -1.0
CCC(=O)Nc1ccc2c(c1)C(=O)N(C)C[C@H](OC)[C@H](C)CN(Cc1ccccn1)[C@@H](C)CO2 | -0.6

An excerpt from above in order of number of heavy atoms, descending.
compound | TcdB GH inh
Cc1ccc(S(=O)(=O)N(C)C[C@@H]2OCCCC[C@@H](C)Oc3ccc(NC(=O)Nc4ccc(F)cc4)cc3C(=O)N([C@@H](C)CO)C[C@@H]2C)cc1 | 1.4
COc1ccc(NC(=O)Nc2ccc3c(c2)CC(=O)N([C@@H](C)CO)C[C@H](C)[C@H](CN(C)C(=O)Nc2ccccc2)O3)cc1 | -0.6
Cc1ccccc1-c1ccc([C@H]2[C@H]3CN(S(C)(=O)=O)CCCCN3[C@H]2CO)cc1 | -1.4

Only part of the results is shown; the hit share may differ from the screen's.
